PI4K2A inh = PI4K2A (human) kinase inhibition; Q9BTU6; purified PI4K2A, ADP-Glo luminescence, 1 h; hits give low values; activity change, negative = inhibition, % at 76.9 µM; hit rate 0.13% among 420,000; AID 1346378; in the data active means activity change below about -50%; inconclusive means mostly about -30% to -49%;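 further: -100% = wells without enzyme as full effect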
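ADP-Glo luminescence measured ADP generated by PI4K2A enzyme (4 ug/mL before mixing) with 1.2 mM PI substrate (pre-mix) and 300 microM ATP (pre-mix). Tris pH7.5 buffer with MgCl2, Triton X-100; 1 h reaction at ambient temperature.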
BAZ2B block = BAZ2B (human) inhibition. AID 504333. hit rate 4.4% among 360,000. Potency, µM (top dose mostly 114 µM), for inactives: at the top dose activity change, negative = inhibition, most hits filed as inhibitors. AlphaScreen BAZ2B-H3K14Ac peptide displacement. Q9UIF8; further: potency means the concentration at half of the fitted maximal effect; on the % scale 0 is the no-effect control and ±100 the full control effect; nearly all actives have a fitted effect of over 60% in size
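In this displacement format the biotinylated H3(5-23) peptide acetylated at Lys14 serves as ligand at 50 nM, with BAZ2B at 50 nM in PBS pH 7.4 containing 0.01% Tween-20. Donor and acceptor beads are 10 ug/mL final.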
RGS4 inhibitor = human RGS4 inhibition; hit rate 0.039% among 390,000; Potency, µM (top dose mostly 114 µM), for the others: top-dose activity change, negative = inhibition, most hits filed as inhibitors; Transcreener GDP fluorescence polarization, RGS4-accelerated GTP hydrolysis; P49798; further: potency means the concentration at half of the fitted maximal effect; on the % scale 0 is the no-effect control and ±100 the full control effect; nearly all actives have a fitted effect of over 75% in size; some results filed as inactive show a strong effect at the top dose
Target sequence (P49798 whole entry, looked up): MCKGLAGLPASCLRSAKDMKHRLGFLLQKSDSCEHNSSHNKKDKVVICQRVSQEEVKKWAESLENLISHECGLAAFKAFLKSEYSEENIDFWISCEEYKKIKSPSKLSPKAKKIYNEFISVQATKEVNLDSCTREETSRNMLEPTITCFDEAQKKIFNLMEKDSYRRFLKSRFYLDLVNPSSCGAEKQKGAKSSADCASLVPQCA
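MLSMR compounds (23 nl, pin-transferred) preincubated 10 min at room temperature with a 500nM (2x) first reagent, then RGS4 at 900nM (2x) plus Transcreener GDP mix added; fluorescence polarization (620/688 nm) read before and after 90 min at 30 °C.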
12-LOX inh = inhibitors of human 12S-lipoxygenase ALOX12; P18054; purified 12hLO, xylenol orange hydroperoxide absorbance; Potency, µM (titrated, usually from 108 µM), for inactives: at the top dose activity change, negative = inhibition, most hits filed as inhibitors; hit rate 1.1% among 580,000; further: potency means the concentration at half of the fitted maximal effect; on the % scale 0 is the no-effect control and ±100 the full control effect
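Hydroperoxide product was detected by ferrous iron/xylenol orange as the 573 to 405 nm absorbance ratio. Arachidonic acid at 40 uM (final) was turned over for 30 min at room temperature by 150 nM human 12hLO, pH 7.0 Hepes buffer, after 15 min compound preincubation.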
JMJD2A Tudor inh = JMJD2A Tudor domain (human) inhibition; O75164; AlphaScreen JMJD2A-Tudor / H3K4me3 peptide binding; Potency, µM (highest dose often 114 µM), without a hit: at the top dose activity change, negative = inhibition, most hits filed as inhibitors; hit rate 4.4% among 390,000; further: potency means the concentration at half of the fitted maximal effect; on the % scale 0 is the no-effect control and ±100 the full control effect; nearly all actives have a fitted effect of over 50% in size
HP1b binding inh = HP1-beta chromodomain-methylated histone interaction inhibition | AID 540317 | AlphaScreen HP1-beta / biotin-H3K9me3 peptide binding | hit rate 0.56% among 390,000 | P83916 | Potency, µM (top dose mostly 114 µM), inactives show at the highest dose activity change, negative = inhibition, usual class: inhibitors; further: potency means the concentration at half of the fitted maximal effect; nearly all actives have a fitted effect of over 70% in size; inactives centre near 23
Target sequence (P83916 whole entry, looked up): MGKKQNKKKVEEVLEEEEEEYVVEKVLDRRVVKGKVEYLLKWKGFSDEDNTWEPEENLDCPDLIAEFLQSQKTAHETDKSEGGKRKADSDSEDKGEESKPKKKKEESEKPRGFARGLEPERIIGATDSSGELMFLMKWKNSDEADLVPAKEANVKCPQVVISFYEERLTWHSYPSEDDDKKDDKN
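AlphaScreen: HP1-beta (50 nM) preformed 30 min with biotin-H3(1-18)K9me3 peptide (50 nM) in PBS pH 7.4, 0.01% Tween-20. Compound added for 30 min at RT, then streptavidin donor/nickel chelate acceptor beads (10 ug/mL) for 30 min.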
ERG-DNA inh = ERG Ets/DNA interaction inhibition. Potency, µM (series often up to 76.9 µM), for the others: at the top dose FP activity, negative = inhibition, usual class: inhibitors. hit rate 0.028% among 370,000. P11308. fluorescence polarization, His-ERG Ets domain / labelled DNA; active means well fitted inhibition curve with a large enough effect in the polarisation, with a control signal flat; inconclusive means small, poorly fitted or top-dose-only effect, or effect the other way, or a change in a side signal; inactive means no such curve, though single readings can be large or run the other way; the % refers to the polarisation;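 further: polarization taken with two DNA probes labelled with fluorescein and Texas red; potency means the concentration at half of the fitted maximal effect; % of control where 0% means no effect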
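His-tagged ERG Ets domain (1 uM in the protein solution; 300mM KCl, 50mM Tris-HCl, 1mM EDTA, 1mM DTT, pH 7.5) received compound, then a probe mix of 5 nM fluorescein-DNA and 100nM Texas-615-DNA. Fluorescence polarization was read for both dyes.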
G9a inh = inhibitors of human histone lysine methyltransferase G9a; hit rate 8.8% among 350,000; G9a H3K9 monomethylation, AlphaScreen, 2 h; Potency, µM (doses to about 102 µM), inactives show top-dose activity, negative = inhibition, most hits filed as inhibitors; Q96KQ7; further: potency means the concentration at half of the fitted maximal effect; on the % scale 0 is the no-effect control and ±100 the full control effect; nearly all actives have a fitted effect of over 75% in size
Target sequence (Q96KQ7 913-1193 limits assumed): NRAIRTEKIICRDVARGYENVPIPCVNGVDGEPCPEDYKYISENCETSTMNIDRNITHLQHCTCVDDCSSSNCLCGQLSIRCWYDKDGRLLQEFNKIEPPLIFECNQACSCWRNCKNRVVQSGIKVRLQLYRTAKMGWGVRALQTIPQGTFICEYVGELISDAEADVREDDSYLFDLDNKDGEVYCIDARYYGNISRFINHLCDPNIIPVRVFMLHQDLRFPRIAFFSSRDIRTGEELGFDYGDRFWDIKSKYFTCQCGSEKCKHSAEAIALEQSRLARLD
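Methyltransferase reactions run at room temperature for 2 h (20 nM enzyme, 500 nM biotin-H3K9 peptide, 20 uM SAM) after a 15 min compound preincubation; product detected by AlphaScreen beads and anti-H3K9me1 antibody.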
GLS inhibitor = blocks human kidney-isoform glutaminase activity; O94925; GLS enzymatic activity, qHTS titration; Potency, µM (series often up to 45.5 µM), for inactives: at the highest dose activity change, negative = inhibition, hits mostly inhibitors; hit rate 0.21% among 410,000; AID 624170; further: potency means the concentration at half of the fitted maximal effect; on the % scale 0 is the no-effect control and ±100 the full control effect
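hKGA in 45 mM KH2PO4 (pH 8.2), 0.02% Tween-20 with compound, then 1mM L-Glutamine (stock as added) plus glutamate oxidase/HRP/Amplex red coupling mix. Fluorescence read initially and after 30 min at RT; signal change reflects glutamate formation.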
An asterisk follows results filed as active; ? = inconclusive; nt = no result given; & = joins results of further samples; ! = not active in a repeat; [ ] = another dose, or the depositor's remark. Unless noted, the call rests on the fitted dose curve; in most records, active means well fitted curve in the direction sought with a large enough effect; inconclusive means small, poorly fitted or top-dose-only effect, or another doubt; inactive means no such curve, though single readings can be large; an effect the other way counts as inactive or inconclusive.

SMILES	PI4K2A inh	BAZ2B block	RGS4 inhibitor	12-LOX inh	JMJD2A Tudor inh	HP1b binding inh	ERG-DNA inh	G9a inh	GLS inhibitor
CCOC(=O)C(C)Oc1cccc2c(=O)n(CC(=O)N3CCN(C(=O)OCC)CC3)ccc12 (stereo unspecified)	-1.8	-1.8%	16.9%	24.8%	0.7%	29.8%	9.4%	-6.5%	0.4%
CC(=O)Nc1ccc(NC(=O)c2ccc3c(c2)CCN3S(C)(=O)=O)cc1	0.7	-22.2%	15.5%	0.0%	-7.7%	2.0%	-1.2%	2.0%	7.1%
O=C(CCCCn1c(=O)[nH]c2ccsc2c1=O)NCc1cccnc1	5.8	2.6%	-3.1%	0.0%	-20.6%	28.2%	5.9%	-8.8%[59 µM]	1.7%
Cc1ccccc1CN1CCC(CNC(=O)c2c(C)oc3ncnc(N4CCCCC4)c23)CC1	-7.9	1.6%[57.1 µM]	-5.3%	-10.3%	-10.0%	-5.8%	-3.4%	-14.7%[59 µM]	-7.2%
Cc1nonc1CN(C)C(=O)CC1C(=O)NCCN1Cc1ccc(F)c(F)c1 (stereo unspecified)	-3.3	-2.5%	-9.3%	1.5%	0.0%	41.0%[activator]	1.2%	?	-0.6%
C=CCSc1nnc2c(n1)OC=Nc1ccc(Br)cc1-2	0.9	-19.2%	17.5%	?	-21.8%	-2.2%	-2.8%	?	3.5%
CCOc1ccc(C(=O)CN2CCN(S(=O)(=O)c3ccc(OC)cc3)CC2)cc1	9.5	-1.5%	6.9%	-26.4%	-32.0%	50.1%[activator]	-15.5%	12.6µM*	-3.2%
Cc1c(C(=O)NCCCN2CCOCC2)oc2ccc(S(=O)(=O)N3CCOCC3)cc12	4.8	13.8%	-7.1%	-11.5%	-24.7%	-25.6%	20.3%	-7.5%	6.5%
CSc1ncccc1C(=O)Nc1ccc2c(c1)OCCO2	-0.1	nt	17.3%	-2.9%	-11.0%	26.6%	1.8%	nt	0.8%
CCN=C(NCC)SC1CC(=O)N(CCc2ccccc2)C1=O (stereo unspecified)	-0.8	nt	-2.5%	241.1%[activator]	-8.2%	9.0%	-16.7%	nt	-2.5%
CCc1cc2c(=O)n(C(C)C(=O)OC3CCCCC3)cnc2s1 (stereo unspecified)	-2.2	8.4%	9.6%	?	-4.3%	29.6%	0.6%	1.7%[12.7 µM]	4.0%
Cc1c(NC(=O)CN2CCCc3ccccc32)c(=O)n(-c2ccccc2)n1C	-4.3	20.2%	-25.6%	-4.3%	?	26.4%	6.2%	-4.6%[59 µM]	28.3%

Quoted at random: three entries already listed
SMILES	PI4K2A inh	BAZ2B block	RGS4 inhibitor	12-LOX inh	JMJD2A Tudor inh	HP1b binding inh	ERG-DNA inh	G9a inh	GLS inhibitor
C=CCSc1nnc2c(n1)OC=Nc1ccc(Br)cc1-2	0.9	-19.2%	17.5%	?	-21.8%	-2.2%	-2.8%	?	3.5%
Cc1c(NC(=O)CN2CCCc3ccccc32)c(=O)n(-c2ccccc2)n1C	-4.3	20.2%	-25.6%	-4.3%	?	26.4%	6.2%	-4.6%[59 µM]	28.3%
CC(=O)Nc1ccc(NC(=O)c2ccc3c(c2)CCN3S(C)(=O)=O)cc1	0.7	-22.2%	15.5%	0.0%	-7.7%	2.0%	-1.2%	2.0%	7.1%

A different layout for 3 compounds above:
Structure | PI4K2A inh | BAZ2B block | RGS4 inhibitor | 12-LOX inh | JMJD2A Tudor inh | HP1b binding inh | ERG-DNA inh | G9a inh | GLS inhibitor
CC(=O)Nc1ccc(NC(=O)c2ccc3c(c2)CCN3S(C)(=O)=O)cc1 | 0.7 | -22.2% | 15.5% | 0.0% | -7.7% | 2.0% | -1.2% | 2.0% | 7.1%
O=C(CCCCn1c(=O)[nH]c2ccsc2c1=O)NCc1cccnc1 | 5.8 | 2.6% | -3.1% | 0.0% | -20.6% | 28.2% | 5.9% | -8.8%[59 µM] | 1.7%
Cc1ccccc1CN1CCC(CNC(=O)c2c(C)oc3ncnc(N4CCCCC4)c23)CC1 | -7.9 | 1.6%[57.1 µM] | -5.3% | -10.3% | -10.0% | -5.8% | -3.4% | -14.7%[59 µM] | -7.2%

(more compounds)
SMILES	PI4K2A inh	BAZ2B block	RGS4 inhibitor	12-LOX inh	JMJD2A Tudor inh	HP1b binding inh	ERG-DNA inh	G9a inh	GLS inhibitor
CCc1nc(N)nc(N)c1-c1ccc(Cl)c(N=[N+]=[N-])c1	5.3&2.0	nt	-21.6%&-3.6%	?	-19.4%&-13.2%	1.9%&21.8%	3.2%	nt	2.1%&13.3%
CCc1nnc(NC(=O)CCC(=O)NC2CCCc3ccccc32)s1 (stereo unspecified)	0.8	9.7%	7.8%	-15.8%	-7.9%	23.0%	4.2%	18.7%[59 µM]	2.6%
Cc1cccc(N(C)S(=O)(=O)c2ccc3[nH]c(=O)c(=O)[nH]c3c2)c1	4.8	-6.6%	-20.2%	23.5%	-1.9%	34.5%	2.3%	2.7%[12.7 µM]	-2.1%
CCOC(=O)c1cc([N+](=O)[O-])sc1NC(=O)CC	-6.9	-38.5%	-0.8%	-14.4%	?	-6.3%	0.9%	17.8%[12.7 µM]	-0.9%
Cc1c(CCO)c(=O)n(-c2ccccc2)n1S(=O)(=O)c1ccc(Cl)cc1	0.5	?	-4.1%	?	?	21.6%	-1.1%	25.1µM*	32.1%
COc1ccc(C(=O)NCCCCNC(=O)c2ccc(OC)c(OC)c2)cc1OC	3.6	-1.4%	3.8%	0.1%	6.6%	18.0%	4.4%	43.0%	-7.8%
COc1ccccc1NS(=O)(=O)c1cccc(C(=O)NCc2ccncc2)c1	-3.8	-8.4%	9.7%	?	1.4%	27.1%	-4.3%	-0.9%	10.4%
COc1cccc(-n2c(=O)c3c(C)c(C(=O)N(C)C)sc3n(CC(=O)NCCc3ccc(OC)c(OC)c3)c2=O)c1	0.7&-3.2	16.7%&-0.6%	-11.9%&16.1%	90.8%&-4.2%[activator]	79.4µM*!	25.9%&9.1%	-4.0%&-3.1%	4.9%	-1.4%&-7.1%
CCOCCOc1nc(C)cc(C)c1S(=O)(=O)c1ccccc1C	-3.4	3.7%	6.9%	-13.5%	-6.3%	4.9%	8.3%	12.7%	0.9%
CC1(C(=O)NCCCN2CCOCC2)Oc2cccnc2NC1=O (stereo unspecified)	-5.1	5.6%	28.4%	-17.4%	-11.9%	23.1%	-2.3%	nt	-2.2%
Cc1cccc(OCC(=O)NNC(=O)c2ccc([N+](=O)[O-])cc2)c1	-6.8	-2.9%	-22.9%	-3.1%	12.3%	58.4%[activator]	-19.2%	2.9%	3.9%
CCOC(=O)c1sc(C)c2c(=O)n(CCCN3CCOCC3)cnc12	1.8	-6.1%	14.4%	4.9%	-11.5%	15.7%	-6.8%	-31.2%[12.7 µM]	1.9%
COc1ccc(S(=O)(=O)N2CCCCC2)cc1NC(=O)Cn1cnc2c1c(=O)n(C)c(=O)n2C	-2.1	nt	8.4%	8.4%	-6.8%	15.2%	15.6%	nt	7.9%
OCCN(/C=N/c1nc(-c2ccc(Br)cc2)cs1)CCO	-5.3	-11.5%	-11.8%	6.4%	-20.8%	5.4%	0.1%	-31.4%[59 µM]	7.4%
COc1ccc2c(c1)c(CC(=O)Nc1cccc(F)c1C)c(C)n2C(=O)c1ccc(Cl)cc1	-1.3	-0.3%	-1.3%	?	-20.9%	13.6%	5.8%	23.5%[59 µM]	-0.5%
COc1ccc2nc(SCC(=O)N3CCN(c4ccc(F)cc4)CC3)c(C#N)cc2c1	-12.5	8.2%	-48.6%[11.4 µM]	?	?	?	4.1%	?	?
COc1cc(OC)cc(C(=O)NCCSc2c[nH]c3ccccc23)c1	-1.4	-27.6%	-5.5%	0.0%	-30.8%	3.4%	-4.1%	44.7µM*	-6.6%
Cc1cnc(C(=O)OCC(=O)N2CCN(C(=O)c3ccco3)CC2)cn1	7.1	nt	14.9%	12.7%[57.4 µM]	-10.7%	5.9%	nt	-7.1%[59 µM]	4.1%
Cc1ccc(S(=O)(=O)Nc2c(C)nn(C)c2C)c(C)c1	0.4	9.8%	-4.4%	-19.0%	-18.4%	36.4%[activator]	-1.6%	12.2%[12.7 µM]	2.0%
COc1cc(C2C(C#N)=C(N)OC3=C2C(=O)CC(C)(C)C3)cc2c1OCO2 (stereo unspecified)	-4.4	nt	13.6%	0.0%	?	1.1%	-0.2%	nt	28.1%
COc1ccc(OCC(O)CN2CCNCC2)cc1 (stereo unspecified)	-3.5	-7.5%	0.6%	?	-25.9%	23.7%	-4.0%	nt	9.8%
COC(=O)c1ccc(NC(=O)c2cccc(N3C(=O)C4C5C=CC(C6CC56)C4C3=O)c2)cc1 (stereo unspecified)	-0.4	32.7%	-17.6%	0.0%	-9.0%	29.0%	-7.8%	136.4%[activator]	0.0%
Cc1ccc(NC(=O)COC(=O)c2ccc3c(c2)C(=O)N(CCc2ccccc2)C3=O)c(C)c1	0.3	2.7%	-34.4%	-12.1%	-11.0%	26.6%	nt	-0.3%[59 µM]	-4.1%
O=C(NCCc1ccccc1)C(=O)NCC1OCCN1S(=O)(=O)c1ccc([N+](=O)[O-])cc1 (stereo unspecified)	0.1	-15.2%	-14.0%	1.3%	-12.4%	20.3%	0.3%	22.4%	15.5%

This is a subset, so the mix of outcomes need not match the whole.
